Compound activity deposited in PubChem by NMMLSC.
Rac1 wt GTP bind = wildtype Rac1 GTP binding modulators, primary screen, biochemical, GST-Rac1 beads, flow cytometry, multiplex. hit rate 0.27% among 190,000. fluorescent GTP binding; actives lie on both sides; 0 = cold GTP competed, 100 = untreated. GTP binding activity (% of control), % at 10 µM. Ras-related C3 botulinum toxin substrate 1 (Homo sapiens), P63000;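 active = GTP binding activity at least 20 points away from the 100% control level, either lower or higher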
Cdc42 wt GTP = modulators of GTP binding to wildtype Cdc42, primary screen, biochemical, multiplex bead flow cytometry, Bodipy-GTP; GST-Cdc42 beads; actives lie on both sides; hit rate 0.2% among 190,000; Cell division control protein 42 homolog (Homo sapiens), P60953; percent activity (GTP binding), % at 10 µM;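 active = percent activity GTP binding at least 20 points away from the 100% baseline, either down as inhibitor or up as activator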;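 also: median bead fluorescence of bound Bodipy-FL-GTP at 100 nM; 0% = excess unlabeled GTP control and 100% = no compound control; below 100% means less GTP binding so inhibitor and above means activator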
Target sequence (P60953 whole entry, looked up): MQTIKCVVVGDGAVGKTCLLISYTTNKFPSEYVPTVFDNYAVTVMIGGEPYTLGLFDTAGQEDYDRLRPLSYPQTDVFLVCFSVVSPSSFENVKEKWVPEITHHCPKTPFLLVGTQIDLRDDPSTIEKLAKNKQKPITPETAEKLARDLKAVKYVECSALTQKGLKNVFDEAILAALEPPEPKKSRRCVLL
Bim-Bcl-W = inhibitors of Bim binding to Bcl-W, primary screen, biochemical, multiplexed, bead-based flow cytometry; Bcl-2-like protein 2 (Homo sapiens), Q92843; Bim peptide-Bcl-W binding; inhibition, % at 10 µM; hit rate 0.02% among 190,000; AID 952, 2007;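 also: 0% = bound tracer without compound and 100% = peptide blocker; higher means less fluorescent Bim peptide bound to Bcl-W beads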
Target sequence (Q92843 whole entry, looked up): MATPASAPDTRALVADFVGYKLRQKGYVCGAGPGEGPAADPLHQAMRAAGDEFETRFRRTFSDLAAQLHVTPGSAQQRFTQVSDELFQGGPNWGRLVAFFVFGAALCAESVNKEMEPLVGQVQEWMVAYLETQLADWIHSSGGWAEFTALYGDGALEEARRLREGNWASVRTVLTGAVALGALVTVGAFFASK
Bcl-2 Bim block = inhibitors of Bim-Bcl-2 binding, primary screen, biochemical, multiplexed, human Bcl-2 family; Apoptosis regulator Bcl-2 (Homo sapiens), P10415; Bead-based flow cytometry, Bim peptide-Bcl-2 binding; inhibition, % at 10 µM; hit rate 0.06% among 190,000; AID 950, 2007; in the data active = inhibition above about 40%;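 also: 0% = no compound wells with probe peptide and 100% = reference peptide inhibitor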
Target sequence (P10415 whole entry, looked up): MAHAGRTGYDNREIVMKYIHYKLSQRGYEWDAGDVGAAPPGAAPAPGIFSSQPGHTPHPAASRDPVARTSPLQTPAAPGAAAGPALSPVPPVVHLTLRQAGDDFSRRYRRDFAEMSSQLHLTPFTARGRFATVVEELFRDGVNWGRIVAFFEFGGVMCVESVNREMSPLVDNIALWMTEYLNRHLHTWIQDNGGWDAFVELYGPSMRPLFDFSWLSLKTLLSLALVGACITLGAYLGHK
Rac1 act GTP bind = GTP binding modulators of activated mutant Rac1, primary screen, biochemical, bead-based flow cytometry, multiplex, fluorescent GTP; AID 764, 2007; GST-Rac1 activated beads; actives lie on both sides; 100% means binding = to untreated wells; percent activity (GTP binding), % at 10 µM; hit rate 0.11% among 190,000; Ras-related C3 botulinum toxin substrate 1 (Homo sapiens), P63000;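 active = GTP binding at least 20 percentage points away from the 100% baseline, in either direction, so actives lie on both sides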
Bcl-B Bim block = inhibitors of Bim-Bcl-B binding, primary screen, biochemical, multiplexed, human Bcl-2 family | bead-based flow cytometry, Bim peptide-Bcl-B binding | inhibition, % at 10 µM | Bcl-2-like protein 10 (Homo sapiens), Q9HD36 | hit rate 0.073% among 190,000;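 also: 0% = tracer peptide without compound and 100% = reference inhibitor peptide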
Target sequence (Q9HD36 whole entry, looked up): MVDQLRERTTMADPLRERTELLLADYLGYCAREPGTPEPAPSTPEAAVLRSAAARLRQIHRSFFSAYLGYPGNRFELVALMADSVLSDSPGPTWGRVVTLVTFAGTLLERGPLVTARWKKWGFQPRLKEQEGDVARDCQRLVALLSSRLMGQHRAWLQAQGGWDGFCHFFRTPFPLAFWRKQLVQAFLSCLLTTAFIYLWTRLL
Bfl-1 Bim block = inhibitors of Bim binding to Bfl-1, primary screen, biochemical, multiplexed, bead-based flow cytometry; Bcl-2-related protein A1 (Homo sapiens), Q16548; Bim-Bfl-1 binding inhibition; hit rate 0.12% among 190,000; inhibition, % at 10 µM;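 also: 0% = wells without compound plus tracer and 100% = blocker peptide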
HRas wt GTP = modulators of GTP binding to HRas wildtype, primary screen, biochemical, bead-based flow cytometry, multiplex | GTPase HRas (Homo sapiens), P01112 | GST-Ras wt beads, Bodipy-FL-GTP binding; actives lie on both sides | GTP binding activity, % at 10 µM | hit rate 0.14% among 190,000 | AID 759, 2007;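 active = GTP binding activity at least 20% away from the 100% baseline, either lowered as inhibitor or raised as activator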;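 also: 0% = unlabeled GTP competition control and 100% = no-compound control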
Target sequence (P01112 whole entry, looked up): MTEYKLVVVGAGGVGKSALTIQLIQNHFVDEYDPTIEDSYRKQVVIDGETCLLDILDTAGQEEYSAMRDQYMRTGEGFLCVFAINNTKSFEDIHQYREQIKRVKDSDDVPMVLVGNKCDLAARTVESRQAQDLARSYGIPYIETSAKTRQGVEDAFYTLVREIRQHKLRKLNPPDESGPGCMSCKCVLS
Rab2 wt GTP = modulators of GTP binding to Rab2A wildtype, primary screen, biochemical, dog, bead-based flow cytometry, multiplex; Ras-related protein Rab-2A (Canis lupus familiaris), P61105; GST-Rab2 wt beads, Bodipy-GTP binding; GTP binding activity, % at 10 µM; hit rate 0.19% among 190,000;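 active = GTP binding activity at least 20 points away from 100%, either lowered or raised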;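 also: 0% = beads with excess unlabeled GTP and 100% = no-compound control corrected for plate trend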
Rab7 wt GTP bind = modulators of GTP binding to Rab7, primary screen, biochemical, wildtype, multiplex bead flow cytometry; GST-Rab7 beads, fluorescent GTP binding; actives lie on both sides; untreated = 100%, excess cold GTP = 0%; GTP binding activity (percent of control), % at 10 µM; AID 758, 2007; hit rate 0.055% among 190,000; Rab7 GTPase wild type (dog), Bodipy-FL-GTP binding;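 active = fluorescent GTP binding to Rab7 beads changed by at least 20 points from the 100% baseline, either direction, mostly lower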;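 also: median green fluorescence of bound Bodipy-FL-GTP per Rab7 bead population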
Bim-Bcl-XL = inhibitors of Bim-Bcl-XL binding, primary screen, biochemical, multiplexed, bead flow cytometry, human Bcl-XL | Bim peptide-Bcl-XL binding, fluorescence | inhibition, % at 10 µM | hit rate 0.04% among 190,000 | Bcl-2-like protein 1 (Homo sapiens), Q07817
An asterisk follows results filed as active. Rule as the data show it, unless noted: active = inhibition above about 40%.

`C/C(=N\NC(=O)Cc1cc(=O)[nH][nH]1)c1cccc([N+](=O)[O-])c1` gave Rac1 wt GTP bind 102, Cdc42 wt GTP 98, Bim-Bcl-W 0, Bcl-2 Bim block 0, Rac1 act GTP bind 97, Bcl-B Bim block -3, Bfl-1 Bim block 0, HRas wt GTP 97, Rab2 wt GTP 95, Rab7 wt GTP bind 98 and Bim-Bcl-XL -6.
COc1ccc(NC(=S)NC(=O)c2ccccc2Cl)cc1 was read as Rac1 wt GTP bind 97, Cdc42 wt GTP 100, Bim-Bcl-W -3, Bcl-2 Bim block -6, Rac1 act GTP bind 98, Bcl-B Bim block -5, Bfl-1 Bim block -5, HRas wt GTP 103, Rab2 wt GTP 102, Rab7 wt GTP bind 110 and Bim-Bcl-XL -6.
COC(=O)[C@@H]1CCCN1C(=O)CCc1nnc(CCC2CCCCC2)o1 was read as Rac1 wt GTP bind 102, Cdc42 wt GTP 99, Bim-Bcl-W -3, Bcl-2 Bim block 0, Rac1 act GTP bind 96, Bcl-B Bim block -3, Bfl-1 Bim block -8, HRas wt GTP 101, Rab2 wt GTP 96, Rab7 wt GTP bind 103 and Bim-Bcl-XL -1.
`Cc1c(C(=O)NCCSCc2ccccc2)cccc1[N+](=O)[O-]` gave Rac1 wt GTP bind 101, Cdc42 wt GTP 98, Bim-Bcl-W -5, Bcl-2 Bim block -9, Rac1 act GTP bind 97, Bcl-B Bim block -6, Bfl-1 Bim block -7, HRas wt GTP 97, Rab2 wt GTP 95, Rab7 wt GTP bind 99 and Bim-Bcl-XL -3.
COc1ccc(OCCNC(=O)/C=C/c2ccccc2)cc1 was read as Rac1 wt GTP bind 91, Cdc42 wt GTP 96, Bim-Bcl-W -4, Bcl-2 Bim block 1, Rac1 act GTP bind 92, Bcl-B Bim block -3, Bfl-1 Bim block -5, HRas wt GTP 95, Rab2 wt GTP 94, Rab7 wt GTP bind 95 and Bim-Bcl-XL -1.
Screening CC1CCCC(NC(=O)CC2Nc3ccccc3NC2=O)C1C (stereo not given) returned Rac1 wt GTP bind 97, Cdc42 wt GTP 98, Bim-Bcl-W -1, Bcl-2 Bim block 1, Rac1 act GTP bind 97, Bcl-B Bim block -2, Bfl-1 Bim block 0, HRas wt GTP 100, Rab2 wt GTP 99, Rab7 wt GTP bind 97 and Bim-Bcl-XL 0.
For COc1ccc(N(Cc2ccccc2)S(=O)(=O)c2cccc(C(=O)NC3=NCCS3)c2)cc1 the results were Rac1 wt GTP bind 102, Cdc42 wt GTP 106, Bim-Bcl-W 0, Bcl-2 Bim block 2, Rac1 act GTP bind 100, Bcl-B Bim block 0, Bfl-1 Bim block 0, HRas wt GTP 104, Rab2 wt GTP 108, Rab7 wt GTP bind 101 and Bim-Bcl-XL -3.
`O=C(Nc1cccc(Cl)c1)NC1CC2CCC(C1)N2Cc1ccco1` (stereo not given) gave Rac1 wt GTP bind 99, Cdc42 wt GTP 98, Bim-Bcl-W -2, Bcl-2 Bim block 0, Rac1 act GTP bind 98, Bcl-B Bim block -5, Bfl-1 Bim block -1, HRas wt GTP 98, Rab2 wt GTP 96, Rab7 wt GTP bind 94 and Bim-Bcl-XL -3.
Screening COc1ccccc1C(=O)C1CCCN(C(=O)CCc2ccccn2)C1 (stereo not given) returned Rac1 wt GTP bind 99, Cdc42 wt GTP 97, Bim-Bcl-W -2, Bcl-2 Bim block -7, Rac1 act GTP bind 94, Bcl-B Bim block -2, Bfl-1 Bim block -7, HRas wt GTP 96, Rab2 wt GTP 97, Rab7 wt GTP bind 97 and Bim-Bcl-XL -3.
For O=C(CNCc1ccccc1Cl)Nc1ccccc1N1CCCCC1 the results were Rac1 wt GTP bind 98, Cdc42 wt GTP 97, Bim-Bcl-W -1, Bcl-2 Bim block -5, Rac1 act GTP bind 97, Bcl-B Bim block 0, Bfl-1 Bim block -3, HRas wt GTP 101, Rab2 wt GTP 98, Rab7 wt GTP bind 102 and Bim-Bcl-XL -2.
`CC1=NNC(=O)C1CCC(=O)N/N=C\c1ccc(Cl)c(Cl)c1` (stereo not given) gave Rac1 wt GTP bind 99, Cdc42 wt GTP 98, Bim-Bcl-W 0, Bcl-2 Bim block 0, Rac1 act GTP bind 96, Bcl-B Bim block -2, Bfl-1 Bim block -3, HRas wt GTP 98, Rab2 wt GTP 98, Rab7 wt GTP bind 108 and Bim-Bcl-XL 0.
Screening CCOC(=O)C1CCCN(C(=O)Cn2nc(Cc3cccnc3)c3ccccc3c2=O)C1 (stereo not given) returned Rac1 wt GTP bind 103, Cdc42 wt GTP 102, Bim-Bcl-W 0, Bcl-2 Bim block -1, Rac1 act GTP bind 100, Bcl-B Bim block 0, Bfl-1 Bim block -1, HRas wt GTP 100, Rab2 wt GTP 101, Rab7 wt GTP bind 94 and Bim-Bcl-XL 0.
For CCOC(=O)c1cnc(SCC(=O)Nc2cc(OC)cc(OC)c2)nc1N the results were Rac1 wt GTP bind 100, Cdc42 wt GTP 100, Bim-Bcl-W -1, Bcl-2 Bim block 0, Rac1 act GTP bind 98, Bcl-B Bim block 2, Bfl-1 Bim block 0, HRas wt GTP 99, Rab2 wt GTP 97, Rab7 wt GTP bind 97 and Bim-Bcl-XL 0.
For c1coc(-c2nc3nc4ccccc4nc3n2CC2CCCO2)c1 (stereo not given) the results were Rac1 wt GTP bind 111, Cdc42 wt GTP 108, Bim-Bcl-W 0, Bcl-2 Bim block -6, Rac1 act GTP bind 103, Bcl-B Bim block -7, Bfl-1 Bim block -6, HRas wt GTP 106, Rab2 wt GTP 106, Rab7 wt GTP bind 103 and Bim-Bcl-XL -3.
CCN1CCc2c(sc(NC(=O)c3ccc(S(=O)(=O)N4CCOCC4)cc3)c2C(=O)OC)C1 was read as Rac1 wt GTP bind 109, Cdc42 wt GTP 111, Bim-Bcl-W -1, Bcl-2 Bim block 0, Rac1 act GTP bind 107, Bcl-B Bim block 1, Bfl-1 Bim block -1, HRas wt GTP 109, Rab2 wt GTP 108, Rab7 wt GTP bind 106 and Bim-Bcl-XL 0.
CC1=CN2C(=N)/C(=C/c3ccc(Sc4ccc(C)cc4)o3)C(=O)N=C2S1 was read as Rac1 wt GTP bind 100, Cdc42 wt GTP 96, Bim-Bcl-W -4, Bcl-2 Bim block -6, Rac1 act GTP bind 98, Bcl-B Bim block -11, Bfl-1 Bim block -2, HRas wt GTP 97, Rab2 wt GTP 98, Rab7 wt GTP bind 100 and Bim-Bcl-XL -6.
Screening Cn1c(=O)c2c(nc(CN3CCN(C(=O)c4ccco4)CC3)n2Cc2ccc(F)cc2)n(C)c1=O returned Rac1 wt GTP bind 106, Cdc42 wt GTP 106, Bim-Bcl-W -1, Bcl-2 Bim block -13, Rac1 act GTP bind 101, Bcl-B Bim block -12, Bfl-1 Bim block -16, HRas wt GTP 102, Rab2 wt GTP 100, Rab7 wt GTP bind 98 and Bim-Bcl-XL -3.
Screening COc1cccc(-c2nc(-c3ccc(NC(=O)Cc4ccccc4OC)cc3)no2)c1 returned Rac1 wt GTP bind 102, Cdc42 wt GTP 100, Bim-Bcl-W -6, Bcl-2 Bim block -4, Rac1 act GTP bind 100, Bcl-B Bim block -6, Bfl-1 Bim block -4, HRas wt GTP 100, Rab2 wt GTP 100, Rab7 wt GTP bind 96 and Bim-Bcl-XL -5.
C/C(=N\NC(=O)c1ccc([N+](=O)[O-])cc1)c1cccc([N+](=O)[O-])c1 was read as Rac1 wt GTP bind 96, Cdc42 wt GTP 94, Bim-Bcl-W 0, Bcl-2 Bim block 1, Rac1 act GTP bind 94, Bcl-B Bim block -4, Bfl-1 Bim block -5, HRas wt GTP 99, Rab2 wt GTP 97, Rab7 wt GTP bind 103 and Bim-Bcl-XL 0.
Cc1cccc(C)c1NC(=O)CN(C)c1ccc(C(F)(F)F)cn1 was read as Rac1 wt GTP bind 106, Cdc42 wt GTP 103, Bim-Bcl-W 0, Bcl-2 Bim block -9, Rac1 act GTP bind 100, Bcl-B Bim block -2, Bfl-1 Bim block -7, HRas wt GTP 102, Rab2 wt GTP 99, Rab7 wt GTP bind 102 and Bim-Bcl-XL -2.
`CCN(CC)S(=O)(=O)c1cccc(NC(=O)c2ccccc2Br)c1` gave Rac1 wt GTP bind 99, Cdc42 wt GTP 99, Bim-Bcl-W 2, Bcl-2 Bim block 0, Rac1 act GTP bind 98, Bcl-B Bim block -1, Bfl-1 Bim block -4, HRas wt GTP 96, Rab2 wt GTP 99, Rab7 wt GTP bind 98 and Bim-Bcl-XL 0.
Screening Cn1nnnc1SCC(=O)Nc1ccccc1C(N)=O returned Rac1 wt GTP bind 98, Cdc42 wt GTP 101, Bim-Bcl-W 0, Bcl-2 Bim block 0, Rac1 act GTP bind 93, Bcl-B Bim block -5, Bfl-1 Bim block -2, HRas wt GTP 97, Rab2 wt GTP 93, Rab7 wt GTP bind 102 and Bim-Bcl-XL 0.
Screening COc1ccc(S(=O)(=O)NC(CC(=O)NCc2ccc3c(c2)OCO3)c2ccco2)cc1 (stereo not given) returned Rac1 wt GTP bind 108, Cdc42 wt GTP 105, Bim-Bcl-W -3, Bcl-2 Bim block -7, Rac1 act GTP bind 100, Bcl-B Bim block -5, Bfl-1 Bim block -5, HRas wt GTP 105, Rab2 wt GTP 106, Rab7 wt GTP bind 109 and Bim-Bcl-XL -3.
`Cc1ccccc1OCc1nc2ccccc2c(=O)n1/N=C/c1c[nH]c2ccccc12` gave Rac1 wt GTP bind 102, Cdc42 wt GTP 95, Bim-Bcl-W -3, Bcl-2 Bim block -3, Rac1 act GTP bind 100, Bcl-B Bim block -10, Bfl-1 Bim block -1, HRas wt GTP 98, Rab2 wt GTP 98, Rab7 wt GTP bind 98 and Bim-Bcl-XL -7.
For CCOc1cccc(/C=C/c2ccc3ccccc3n2)c1OC(C)=O the results were Rac1 wt GTP bind 98, Cdc42 wt GTP 100, Bim-Bcl-W -5, Bcl-2 Bim block -7, Rac1 act GTP bind 97, Bcl-B Bim block -4, Bfl-1 Bim block -6, HRas wt GTP 100, Rab2 wt GTP 102, Rab7 wt GTP bind 111 and Bim-Bcl-XL -4.
